From PubChem
MrgX1 PAM = allosterically activates human MrgX1 receptor signaling | Q96LB2 | MrgX1-HEK293, Fluo-4 calcium flux, FDSS; hits give high values | B-score at 10 µM | 310,000 compounds, 0.63% hits | AID 588675;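 active means plate-corrected calcium response at least 3 library SD above typical, normal starting fluorescence, not activating the receptor alone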;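 further: compound read alongside a low EC10 to EC30 dose of BAM8-22 agonist; peak minus trough fluorescence over baseline measured at the second addition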
KCNK3 inh = human KCNK3 channel inhibition, primary screen | 340,000 compounds, 0.84% hits | O14649 | CHO-KCNK3 thallium flux, FluxOR fluorescence; hits give low values | B-score at 10 µM;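 active means B-score under library mean minus 4 SD, starting fluorescence ratio at most library mean plus 5 SD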;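 further: more negative B-score means stronger inhibition of thallium flux through KCNK3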
RGS4 block = inhibitors of human RGS4; P49798; HEK293 M3R/RGS4 inducible, Fluo-4 calcium flux; hits give high values; triggered by carbachol at its EC20; B-score at 10 µM; 310,000 compounds, 0.45% hits; AID 463165;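 active means B-score, a plate-corrected calcium signal, over three deviations above library mean, with baseline fluorescence within five deviations of library mean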;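 further: RGS4 expression induced by doxycycline in cells with stable M3 receptor; B-score is computed from the integrated fluorescence ratio over baseline after carbachol; higher B-score means a larger calcium signal and so more RGS4 inhibition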
KCNK9 block = inhibitors of human KCNK9 two-pore domain potassium channel | Q9NPC2 | AID 488922 | B-score at 10 µM | 310,000 compounds, 1.2% hits | HEK293 KCNK9, FluxOR thallium flux fluorescence; hits give low values;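 active means ratio B-score over 3 SD below the library mean, with starting fluorescence within 5 SD of its mean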;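 further: negative B-score means less thallium flux so channel inhibition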
ANO1 block = inhibitors of mouse TMEM16A calcium-activated chloride channel; Q8BHY3; HEK293 TMEM16A/YFP iodide influx fluorescence, ionomycin; normalized B-score (activity score, 25-100; higher = stronger inhibition) at 10 µM; 310,000 compounds, 1.2% hits;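 active means ratio plate-corrected score three or more library SD toward inhibition, starting fluorescence score within five deviations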;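 further: score derived from kinetic fluorescence span divided by baseline fluorescence per well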
KCNQ1 block = blocks the human KCNQ1 potassium channel. AID 2642. CHO-K1 KCNQ1, FluxOR thallium flux fluorescence; hits give high values. B-score at 10 µM. P51787. 310,000 compounds, 1.3% hits;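 active means compounds whose thallium flux B-score, printed positive for inhibition, exceeds three library SD while starting fluorescence stays within three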;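 further: channel opened by potassium depolarization with thallium stimulus after 20 min compound exposure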
KCNQ1 act = potentiates or activates the human KCNQ1 potassium channel. B-score at 10 µM. CHO-K1 KCNQ1, thallium flux FluxOR fluorescence; hits give high values. 310,000 compounds, 0.35% hits. AID 2648. P51787;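 active means fluorescence ratio B-score, a plate-corrected score, at least three library SD, with initial intensity B-score within 5 SD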
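assay system = KCNQ1-transfected CHO-K1 cells | medium = assay buffer with matched DMSO | probe or stimulus = depolarizing K+/Tl+ stimulus, K2SO4 and Tl2SO4 each 12.5 mM in 5x stock | dosing = single dose | incubation = dye 90 min, compound 20 min, room temperature | detection = kinetic FluxOR fluorescence, 10 s baseline plus 110 s post-stimulus | evaluation = ratio B score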
MrgX1 ag = human MrgX1 receptor agonism, primary screen; MrgX1-HEK293 cells, Fluo-4 calcium fluorescence, agonist mode; hits give high values; B-score at 10 µM; 310,000 compounds, 0.44% hits; AID 588627;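 active means calcium response B-score plate-corrected fluorescence ratio at least 3 library SD, with starting fluorescence B-score inside 5 SD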
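Assay system: stable human MrgX1 HEK293 cell line. Quantity: 15,000 cells per well. Schedule: cells plated overnight, dye loaded 0.5 h 37 °C, 0.5 h room temperature. Detection: Fluo-4 NW calcium-flux fluorescence, kinetic read. Read-out basis: peak-minus-minimum fluorescence over baseline, converted to B scores. Control set: positive and negative control wells on each plate.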
ANO1 activ = mouse TMEM16A channel activation, primary screen; Q8BHY3; HEK293 TMEM16A/YFP-H148Q/I152L, iodide quench fluorescence; hits give low values; B-score at 10 µM; 340,000 compounds, 0.3% hits; AID 623877;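 active means fluorescence-ratio B-score plate-corrected deviation score at least 3 library SD below zero, with starting fluorescence score within 5 deviations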;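 further: channel opened by trigger with iodide after compound preincubation; score built on the fluorescence ratio of max minus min over baseline; more negative score means more quench and so TMEM16A activation or potentiation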
RGS4 act = potentiators or activators of RGS4; HEK293 M3R/inducible RGS4, carbachol calcium flux Fluo4; hits give low values; B-score at 10 µM; 310,000 compounds, 0.92% hits;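 active means B-score of the integrated calcium signal more than 4 SD below the library mean, with starting fluorescence not abnormally high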;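 further: negative B-score means reduced calcium response which marks RGS4 activation or potentiation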
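System: HEK293 FlpIn-TREx cells, stable M3R, doxycycline-inducible RGS4. Timing: overnight RGS4 induction, 30 min dye load 37 °C, 20 min compound RT. Also added: carbachol, ECmax concentration. Measured by: Fluo4 fluorescence kinetic imaging of calcium. Evaluation: integrated calcium ratio converted to B score.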
hERG protect = compounds protecting human hERG from proarrhythmic drug block | activation (rescue from dofetilide block), less the hit threshold, % at 10 µM | CHO-hERG, FluxOR thallium flux, dofetilide IC70 present | 310,000 compounds, 0.51% hits | Q12809;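 active means activation above the mean of controls blocked by dofetilide plus 5 SD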;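 further: thallium influx through hERG after potassium depolarization seen as dye fluorescence rise; in these data hits start at about 4.7%; inactives centre near -7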
Target sequence (Q12809 whole entry, looked up): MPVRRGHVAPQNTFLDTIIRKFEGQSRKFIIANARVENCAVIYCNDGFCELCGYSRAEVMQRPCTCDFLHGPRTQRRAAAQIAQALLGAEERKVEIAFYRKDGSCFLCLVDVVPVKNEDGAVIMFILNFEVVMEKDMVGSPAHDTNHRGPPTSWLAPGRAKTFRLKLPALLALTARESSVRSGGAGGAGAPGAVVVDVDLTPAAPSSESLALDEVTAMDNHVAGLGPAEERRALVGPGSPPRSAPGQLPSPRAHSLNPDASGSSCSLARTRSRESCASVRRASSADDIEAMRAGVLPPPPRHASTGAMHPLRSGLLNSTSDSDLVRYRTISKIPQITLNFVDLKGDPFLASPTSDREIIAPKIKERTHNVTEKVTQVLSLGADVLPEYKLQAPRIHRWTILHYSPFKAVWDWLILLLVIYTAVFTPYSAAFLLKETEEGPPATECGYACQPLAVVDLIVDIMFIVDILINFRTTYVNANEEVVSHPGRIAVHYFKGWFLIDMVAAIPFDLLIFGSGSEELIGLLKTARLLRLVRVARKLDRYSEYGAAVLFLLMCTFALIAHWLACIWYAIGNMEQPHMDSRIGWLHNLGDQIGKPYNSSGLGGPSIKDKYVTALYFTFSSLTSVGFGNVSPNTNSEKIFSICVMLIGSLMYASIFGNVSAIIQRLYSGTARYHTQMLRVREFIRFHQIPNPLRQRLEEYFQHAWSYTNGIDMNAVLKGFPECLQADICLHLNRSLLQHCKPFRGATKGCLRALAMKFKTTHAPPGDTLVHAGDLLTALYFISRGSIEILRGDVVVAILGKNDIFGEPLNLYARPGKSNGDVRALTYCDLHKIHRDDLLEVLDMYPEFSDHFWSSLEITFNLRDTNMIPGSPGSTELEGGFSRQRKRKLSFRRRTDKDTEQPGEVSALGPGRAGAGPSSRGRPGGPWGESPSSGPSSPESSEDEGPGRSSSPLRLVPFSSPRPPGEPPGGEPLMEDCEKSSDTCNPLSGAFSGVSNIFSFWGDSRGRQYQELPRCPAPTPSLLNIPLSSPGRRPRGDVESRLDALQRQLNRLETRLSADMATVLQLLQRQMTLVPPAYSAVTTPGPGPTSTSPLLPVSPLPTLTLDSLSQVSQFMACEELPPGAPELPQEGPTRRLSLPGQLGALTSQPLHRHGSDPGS
The depositor's hits bear a star; i = inactive.

SMILES	MrgX1 PAM	KCNK3 inh	RGS4 block	KCNK9 block	ANO1 block	KCNQ1 block	KCNQ1 act	MrgX1 ag	ANO1 activ	RGS4 act	hERG protect
O=C1OCC(c2ccccc2)=C1c1ccccc1[N+](=O)[O-]	i	i	i	i	i	i	i	i	i	i	-3
Cc1nccn1CC(O)Cn1c2ccccc2c2ccccc21 (stereo not drawn)	i	i	i	i	i	i	i	i	i	-7.7*	-13
Cc1cc(C)nc(NC(=O)c2cccc(Cl)c2)n1	i	i	i	i	i	i	i	i	i	i	-8
COc1ccc(S(=O)(=O)N2CCCCC2)cc1NC(=O)COc1ccccc1	i	i	i	i	i	i	i	i	i	i	-6
NC(=O)C1CCN(c2ncnc3c(-c4ccccc4)nsc23)CC1	i	i	i	i	i	i	i	i	i	i	-7
NNC(=O)COc1ccc(-c2n[nH]c(C(F)(F)F)c2-c2ccc(Br)cc2)c(O)c1	i	i	8.1*	i	i	i	i	i	i	i	-7
Nc1cccc(-n2nnnc2CN2CCOCC2)c1	i	i	i	i	i	i	i	i	i	i	-8
Cc1nn(C(C)C(=O)O)c2ccccc12 (stereo not drawn)	i	i	i	i	i	i	i	i	i	i	4
COc1ccc(-c2cc(C(=O)NNC(=O)c3csc(N4CCOCC4)n3)c3ccccc3n2)cc1	i	i	i	i	i	i	i	i	i	i	-32
CC(=O)N1CCC(=NNc2nc3ccccc3[nH]2)CC1	i	i	i	i	i	i	i	i	i	i	-10
NC(=NC(=O)c1ccccc1)N1CCOCC1	i	i	i	i	i	i	i	i	i	i	-15
COc1ccc(NC(=O)c2[nH]c(C)c(C(C)=O)c2C)cc1	i	i	i	i	i	i	i	i	i	i	-14
CCOP(=O)(OCC)C(NC(=O)Nc1cccc(Cl)c1)c1ccccc1 (stereo not drawn)	i	i	i	i	i	i	i	i	i	i	-13
CCC(c1nnnn1CC1CCCO1)N(CCCO)Cc1cc2cccc(C)c2[nH]c1=O (stereo not drawn)	i	i	i	i	i	i	i	i	i	i	-15
Cn1c(=O)c2c(nc(NCCNC(=O)c3ccco3)n2Cc2ccccc2)n(C)c1=O	i	i	i	i	i	i	i	i	i	i	-4
O=C(COc1ccc(/C=N/NS(=O)(=O)c2ccccc2)cc1)NCCc1ccccc1	i	i	i	i	i	i	i	i	i	i	-5
CCC(=O)NNc1nc2c(F)cccc2s1	i	i	i	i	i	i	i	i	i	i	-11
O=c1/c(=C\c2ccc(O)cc2)sc2nc(-c3ccccc3)c(-c3ccccc3)n12	i	i	i	i	i	i	i	i	i	i	-12
NC(=O)c1ccc(SCC(=O)OCC(=O)NCC2CCCCC2)c([N+](=O)[O-])c1	i	i	i	i	i	i	i	i	i	i	-10
Cc1cccc(C(=O)Nc2cccc3c2CCCC3)c1	i	i	i	i	i	i	i	i	i	i	-2
CC(=O)Nc1cccc(-n2nnc(SCC(=O)N(C)c3ccccc3)n2)c1	i	i	i	i	i	i	i	i	i	i	-1
Cc1cc(NC(=O)CSc2nnc(-c3cccc(Cl)c3)o2)no1	i	i	i	i	i	i	i	i	i	i	-9
CCCCc1nc2ccccc2c(NC(=O)CN2CCCC2)c1CCC	i	i	i	i	i	i	i	i	i	i	-9
Cc1cccc(N/N=C(\C#N)S(=O)(=O)C(C)(C)C)c1	i	i	i	i	i	i	i	i	i	i	-5
CCN1C(=O)[C@@H]2[C@@H](c3ccc(-c4ccc(OC)cc4)c(OC)c3)N3CCC[C@@]3(C(=O)OC)[C@@H]2C1=O	i	i	i	i	i	i	i	i	i	i	-4
Cc1nnc(N/N=C\c2ccc(-c3ccccc3[N+](=O)[O-])o2)n1N	i	i	i	i	i	i	i	i	i	i	0
CCOC(=O)CC1COc2ccccc2N1C(=O)c1ccc(C)cc1 (stereo not drawn)	i	i	i	i	i	i	i	i	i	i	-13
CCc1ccc2c(c1)C1(SC(NC(C)=O)=NN1C(C)=O)C(=O)N2CC (stereo not drawn)	i	i	i	i	i	i	i	i	i	i	-9
CC1CCc2c(C(=O)NCC3CCCO3)csc2C1 (stereo not drawn)	i	i	i	i	i	i	i	i	i	i	1
CNC(=O)c1sccc1SCc1c(Cl)cccc1Cl	i	i	i	i	i	i	i	i	i	i	-8
O=C(Nc1ccccc1)OCCCc1ccccc1	i	i	i	i	i	i	i	i	i	i	-8
CCCCC(=O)Nc1ccc(NC(=O)c2ccccc2OC)cn1	i	i	i	i	i	i	i	i	i	i	-2
CCOC(=O)c1nnc2cc(-c3ccc(Br)cc3)nn2c1C	i	i	i	i	i	i	i	i	i	i	-3
CC(C)CNS(=O)(=O)c1ccc(OCC(=O)NCC2CCCO2)c(Cl)c1 (stereo not drawn)	i	i	i	i	i	i	i	i	i	i	-10
Cc1ccc2[nH]c(=O)c(CN(Cc3cccnc3)C(=O)c3ccncc3)cc2c1	i	i	i	i	i	i	i	i	i	i	-13
CCN(CC(=O)NC1CCS(=O)(=O)C1)S(=O)(=O)c1cc([N+](=O)[O-])ccc1C (stereo not drawn)	i	i	i	i	i	i	i	i	i	i	-7
CC(=O)N1CCc2cc(S(=O)(=O)CCC(=O)NCc3ccc(Cl)cc3)ccc21	i	i	i	i	i	i	i	i	i	i	-3
CN1CCC(=O)N([C@H](CN=[N+]=[N-])Cc2ccccc2)CC1	i	i	i	i	i	i	i	i	i	i	-7
CC(=O)Nc1ccccc1NC(=O)C/C(C)=N/NC(=O)C(=O)Nc1cccc(Cl)c1C	i	i	i	i	i	i	i	i	i	i	3
COC(=O)/C(=C\Nc1ccc(Cl)cc1Cl)NC(=O)c1ccc(OC)cc1	i	i	i	i	i	i	i	i	i	i	-19
Cc1cccc(CCNc2nc3ccccc3n3nnnc23)c1	i	i	i	i	i	i	i	i	i	i	-8
Cn1ccnc1SCC(=O)NC1CC1	i	i	i	i	i	i	i	i	i	i	-6
NS(=O)(=O)c1ccc(CNC(=O)C23CC4CC(CC(C4)C2)C3)cc1	i	i	i	i	i	i	i	i	i	i	-7
CCCCCn1c(N)c(C#N)c2nc3ccccc3nc21	i	i	i	i	i	i	i	i	i	i	-7
Cc1cc2ncn(C3CC(=O)N(Cc4ccc(N5CCCC5=O)cc4)C3=O)c2cc1C (stereo not drawn)	i	i	i	i	i	i	i	i	i	i	-10
O=C(NCc1ccccc1)C1(C(F)(F)F)C/C(=C/CCO)CCCO1 (stereo not drawn)	i	i	i	i	i	i	i	i	i	i	-9
COC(=O)c1sc(NC(=O)c2oc3ccccc3c2C)nc1C	i	i	i	i	i	i	i	i	i	i	-2
O=C1CCCCC1C(=O)c1ccccc1 (stereo not drawn)	i	i	i	i	i	i	i	i	i	i	2
O=C(O)Cn1nc(C(F)(F)F)c2c1CCCCC2	i	i	i	i	i	i	i	i	i	i	-14
O=C(CC(=O)c1ccccc1)Nc1ccccn1	i	i	i	i	i	i	i	i	i	i	4
CC(C(=O)NCc1ccc2c(c1)OCO2)N1c2cccc3cccc(c23)S1(=O)=O (stereo not drawn)	i	i	i	i	i	i	i	i	i	i	-11
COc1cccc(-c2nc(CS(=O)(=O)CC(=O)NCCCOC(C)C)c(C)o2)c1	i	i	i	i	i	i	i	i	i	i	-4
Cc1cc(C)n(CCCNCC(O)c2ccccc2)n1 (stereo not drawn)	i	i	i	i	i	i	i	i	i	i	-8
O=C(NC(=S)N1CCCCC1)c1cccs1	i	i	i	i	i	i	i	i	i	i	-2
COC(=O)c1ccc(N2CCOCC2)c(NC(=O)Nc2cccc(OC)c2)c1	i	i	i	i	i	i	i	i	i	i	-8
CCOC(CNC(=O)c1ccc(CNC(=O)c2ccc(OC)c(OC)c2)cc1)OCC	i	i	i	i	i	i	i	i	i	i	2
COc1nc(C)nc(NC(=O)NS(=O)(=O)c2ccc(C)cc2)n1	i	i	i	i	i	i	i	i	i	i	-4
O=C(COC(=O)c1cccc(S(=O)(=O)NCc2ccccc2)c1)NCC1CCCO1 (stereo not drawn)	i	i	i	i	i	i	i	i	i	i	-5
COc1cccc(C(=O)NC(=S)N2c3ccccc3CC2C)c1OC (stereo not drawn)	i	i	i	i	i	i	i	i	i	i	-3
Cc1cc2cc3c(cc2nc1SCC(=O)N1CCOCC1)OCO3	i	i	i	i	i	i	i	i	i	i	-4

New compounds follow:
SMILES	MrgX1 PAM	KCNK3 inh	RGS4 block	KCNK9 block	ANO1 block	KCNQ1 block	KCNQ1 act	MrgX1 ag	ANO1 activ	RGS4 act	hERG protect
CCc1cccc2c1NC1(CCCC1)CC2C (stereo not drawn)	i	i	i	i	i	i	i	i	i	i	-8
Cc1ncoc1C(=O)NC1CC(C)(C)Cc2c1cnn2-c1ccc(F)cc1 (stereo not drawn)	i	i	i	i	i	i	i	i	i	i	-12
Cc1ccc(-c2nc(N)sc2C)cc1	i	i	i	i	i	i	i	i	i	i	-15
COc1cccc(N2CC(NC(=O)C(=O)c3c[nH]c4ccccc34)CC2=O)c1 (stereo not drawn)	i	i	i	i	i	i	i	i	i	i	-12
COc1ccc(CCNC(=O)/C=C/c2ccc(C)cc2)cc1OC	i	i	i	i	i	i	i	i	i	i	-10
O=C(CCN1C(=O)C2C3C=CC(C3)C2C1=O)NCC1CCCO1 (stereo not drawn)	i	i	i	i	i	i	i	i	i	i	-5
C/C=C/c1ccc(OCCCCNCc2ccco2)c(OC)c1	i	i	i	i	i	i	i	i	i	i	-12
Cc1[nH]c2c(C(=O)N3CCCC(CCC(=O)NCc4ccccc4F)C3)cccc2c1C (stereo not drawn)	i	i	i	i	i	i	i	i	i	i	-8
